Bioassay records from PubChem.
Mtb UGM inh: M. tuberculosis UGM enzyme inhibitors, primary screen, biochemical, fluorescence polarization, single point; inhibition, % at 10 µM; purified UGM, fluorescence polarization probe displacement; 0.06% of 320,000 active; UDP-galactopyranose mutase (Mycobacterium tuberculosis (strain ATCC 25618 / H37Rv)), …; in the data active means inhibition above about 10%, passing the limit was not always enough; inconclusive means no clear call, values can overlap the other calls
Target sequence (P9WIQ1 whole entry, looked up): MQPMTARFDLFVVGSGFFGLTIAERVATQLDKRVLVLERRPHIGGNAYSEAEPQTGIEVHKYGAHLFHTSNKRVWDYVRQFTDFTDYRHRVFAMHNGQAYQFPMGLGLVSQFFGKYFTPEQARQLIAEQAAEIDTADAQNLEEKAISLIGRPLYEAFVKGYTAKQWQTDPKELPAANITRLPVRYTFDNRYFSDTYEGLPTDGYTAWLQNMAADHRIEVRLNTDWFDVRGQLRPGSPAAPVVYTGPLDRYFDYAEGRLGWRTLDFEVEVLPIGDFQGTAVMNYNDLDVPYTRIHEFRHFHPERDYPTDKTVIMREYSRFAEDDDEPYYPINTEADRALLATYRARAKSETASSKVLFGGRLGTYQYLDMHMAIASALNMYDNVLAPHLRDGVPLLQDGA
DUSP3 inh: VHR1 phosphatase inhibitors, primary screen, biochemical, absorbance, uHTS; Dual specificity protein phosphatase 3 (Homo sapiens), P51452; inhibition, % at 13.3 µM; 0.52% of 290,000 active; recombinant VHR phosphatase, pNPP absorbance; AID 1654, 2009; in the data active means inhibition above about 50%; further: some compounds called inactive have numbers as strong as hits
Rv3671c inh: Rv3671c serine protease inhibitors, primary screen, biochemical, fluorescence polarization, M. tuberculosis H37Rv | inhibition, % at 5.96 µM | 0.048% of 320,000 active; in the data active means inhibition above about 38%;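 further: extracellular domain of Rv3671c used as enzyme; 0% = enzyme with DMSO and 100% = no enzyme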
Target sequence (P9WHR9 whole entry, looked up, the tested form may be a part): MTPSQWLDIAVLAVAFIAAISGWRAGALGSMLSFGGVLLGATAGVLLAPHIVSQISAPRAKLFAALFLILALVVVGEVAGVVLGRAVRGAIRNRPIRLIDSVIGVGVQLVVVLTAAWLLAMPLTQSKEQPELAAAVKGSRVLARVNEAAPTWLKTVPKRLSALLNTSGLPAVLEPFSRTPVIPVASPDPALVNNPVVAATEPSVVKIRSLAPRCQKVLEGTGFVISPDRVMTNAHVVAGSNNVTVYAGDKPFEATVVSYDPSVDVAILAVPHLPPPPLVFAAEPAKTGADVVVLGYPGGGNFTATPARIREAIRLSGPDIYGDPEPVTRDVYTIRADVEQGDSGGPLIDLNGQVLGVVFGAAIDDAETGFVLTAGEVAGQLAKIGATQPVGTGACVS
FadD28 FP inh: inhibitors of FadD28 bisubstrate probe binding, primary screen, biochemical, fluorescence polarization, single point. AID 588549, 2011. Mycobacterium tuberculosis FadD28 fatty-acid-AMP ligase. inhibition, % at 12.5 µM. 0.22% of 360,000 active; in the data active means inhibition above about 8.5%, passing the limit was not always enough; inconclusive means no clear call, values can overlap the other calls
BoNT F protease: BoNT/F light chain protease inhibitors, primary screen, biochemical, flow cytometry, MLPCN library. Multiplex microsphere protease cleavage assay. 0.22% of 360,000 active. Botulinum neurotoxin type F light chain protease (Clostridium botulinum). inhibition, % at 10 µM; in the data active means inhibition above about 35%, passing the limit was not always enough; inconclusive means no clear call, values can overlap the other calls; further: plate controls were buffer without enzyme for full effect and enzyme alone for no effect
CCHFV vOTU inh: CCHFV vOTU protease inhibitors, primary screen, biochemical, Pep-AMC substrate, fluorescence; inhibition, % at 11.5 µM; 0.55% of 370,000 active; AID 651958, 2012; further: 0% = vehicle wells with enzyme and 100% = no enzyme wells
GDH-TPI counter: GDH-TPI coupling enzyme inhibitors, primary screen, artefact control for M. tuberculosis FBA inhibitor project, biochemical, absorbance, full deck | GDH-TPI coupled enzyme counterscreen, NADH absorbance | inhibition, % at 4.8 µM | 1.2% of 360,000 active | AID 588335, 2011;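 further: 0% = DMSO wells and 100% = wells lacking the enzyme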
Mtb BioA inh: M. tuberculosis BioA enzyme inhibitors, primary screen, biochemical, plate reader, single point, HTS; 0.096% of 360,000 active; inhibition, % at 9.99 µM; purified M. tuberculosis BioA enzyme; 7,8-diaminopelargonic acid synthase BioA (Mycobacterium tuberculosis); in the data active means inhibition above about 40%; inconclusive means no clear call, values can overlap the other calls
MazEF act: activators of E. coli MazEF toxin-antitoxin RNase, primary screen, biochemical, fluorescence, uHTS. Endoribonuclease toxin MazF (Escherichia coli (strain K12)), P0AE70. FAM/BHQ RNA-DNA oligo cleavage fluorescence, 5 h. activation, % at 20 µM. 0.32% of 350,000 active. AID 504720, 2011; in the data active means activation above about 50%
Target sequence (P0AE70 whole entry, looked up): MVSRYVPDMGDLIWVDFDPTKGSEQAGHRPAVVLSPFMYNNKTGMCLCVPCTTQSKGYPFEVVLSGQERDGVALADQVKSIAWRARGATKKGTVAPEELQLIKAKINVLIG
Mtb FBA inh: Mtb FBA enzyme inhibitors, primary screen, biochemical, fluorescence, strain H37Rv; inhibition, % at 1 µM; Fructose-bisphosphate aldolase (Mycobacterium tuberculosis (strain ATCC 25618 / H37Rv)), …; purified M. tuberculosis FBA, fluorescence read-out; AID 588726, 2011; 2.3% of 360,000 active; in the data active means inhibition above about 27%;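 further: 0% = vehicle and 100% = reference inhibitor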
* marks the source's active call; other numbers are inactive results; ? = inconclusive; / = not tested or not shown; & = joins results of further samples. Unless noted, no stated cut-off is given here; in the data, active means inhibition above about 30%; inactive means the rest.

SMILES	Mtb UGM inh	DUSP3 inh	Rv3671c inh	FadD28 FP inh	BoNT F protease	CCHFV vOTU inh	GDH-TPI counter	Mtb BioA inh	MazEF act	Mtb FBA inh
CCOC(=O)c1cnc(-n2nc(C)cc2C)nc1NNc1ncc(-c2ccccc2)cn1	0.6	4	-12	/	/	/	/	/	11	/
O=[N+]([O-])c1cc(C(F)(F)F)cc([N+](=O)[O-])c1Sc1n[nH]c(C(F)(F)F)n1	-1.7	9	8	0.7	/	8	8	0.6	6	-4
COc1ccc(Cl)cc1NC(=O)CSc1nc(NS(=O)(=O)c2ccccc2)cc(=O)[nH]1	/	28	/	-0.2	7	6	14	2.4	0	-3
COc1ccc(C(=O)/C=C/C(=O)N(Cc2ccc3c(c2)OCO3)C(C(=O)NC2CCCCC2)c2ccncc2)c(O)c1 (stereo not given)	-2.1	7	3	-1.7	-6	14	6	1.0	0	3
O=C(COC(=O)c1cc(Cl)ccc1Cl)NCCN1C(=O)CSC1=O	2.9	2	-14	-1.8	6	0	7	/	4	1
CCOC(=O)/C(C#N)=C\c1ccco1	0.5	22	-2	-0.4	6	-6	27	-1.0	1	2
Cc1ccc2c(c1C)NC(=O)C21N2CCCC2C(C(=O)c2ccc3ccccc3c2)C12C(=O)Nc1ccccc12 (stereo not given)	/	-21	/	-0.8	2	14	11	-2.2	9	-3
CCCCn1c(N)c(N(CCC(C)C)C(=O)C2CCCO2)c(=O)[nH]c1=O (stereo not given)	4.2	/	-6	-0.5	2	15	-14	/	1	2
CC[C@H]1CN(C)CCc2c([nH]c3ccccc23)C(=O)C[C@@H]1/C(=C\OC)C(=O)OC	0.2	/	-6	-1.4	-1	-7	0	-0.5	-46	4
O[C@@H]1COC(Nc2ccc(N=Nc3ccccc3)cc2)C[C@@H]1O (stereo not given in full)	1.5	36	-4	/	/	15	/	/	3	/
CC(=O)c1sc2c(c1OC(=O)c1ccccc1)c(=O)n(-c1ccccc1)c(=S)n2-c1ccccc1	/	/	/	-0.5	-6	-2	12	/	0	4
O=C(c1ccc2c(c1)OCO2)C1CCCN(Cc2ccc3cccc(F)c3n2)C1 (stereo not given)	-4.2	22	-13	-1.4	-4	-5	0	/	-4	2
CCCCn1c(O)c(C(C)=NCCN2CCOCC2)c(=O)[nH]c1=O	-2.5	27	7	-1.2	-6	3	-4	-0.8	6	2
CCOC(=O)c1sc(C)c2c(=O)n(CC(=O)c3ccc(Br)cc3)nnc12	0.8	32	1	-1.9	6	9	15	-1.6	5	2
COc1ccc(C(=O)OCC(=O)Nc2cccc(S(=O)(=O)NC3=NCCCCC3)c2)cc1[N+](=O)[O-]	/	/	/	-1.1	1	5	15	-3.0	-6	1
CCOC(=O)C1CCCCN1Cc1cn[nH]c1-c1ccc(F)cc1F (stereo not given)	1.5	18	-2	-3.5	-8	8	0	/	1	0
Cc1ccc(NC(=O)CSc2nnc(Cc3cccn3C)n2-c2ccc(F)cc2)cc1	3.4	30	-1	-0.4	-6	11	-4	-4.3	2	-1
O=C1C2C3C=CC(C3)C2C(=O)N1c1nccs1 (stereo not given)	1.1	-12	-1	1.4	-4	15	3	0.1	-7	1
CCCCOC(=O)c1ccc(NC(=O)c2cnc3n(c2=O)CCS3)cc1	2.0	-6	2	0.2	-10	3	3	-0.4	3	4
CCN(CC)c1ccc(NC(=O)CN2C(=O)CC(C)(C)S(=O)(=O)c3ccccc32)c(C)c1	1.9	15	-1	-0.7	-4	1	0	0.2	-2	-1
N=c1oc2ccccc2cc1C(=O)Nc1ccc(F)cc1	-5.3	10	/	0.0	4	-10	4	0.6	-4	64*
O=C(CSC1=NS(=O)(=O)c2cc(Cl)ccc2N1)NCc1ccc(F)cc1	1.2	/	-5	-3.5	-6	3	1	/	5	-2
Cc1coc2c(C)c3oc(=O)c(CCC(=O)N(C)CC(=O)O)c(C)c3cc12	-3.1	/	2	-2.2	11	-18	14	0.2	0	17
COc1cccc(-c2cc(C(=O)N3N=C(C)CC3(O)C(F)F)c3ccccc3n2)c1 (stereo not given)	0.8	-5	10	-2.5	1	6	2	/	0	-3

Reprinted from the part before: 4 entries, then new ones.
SMILES	Mtb UGM inh	DUSP3 inh	Rv3671c inh	FadD28 FP inh	BoNT F protease	CCHFV vOTU inh	GDH-TPI counter	Mtb BioA inh	MazEF act	Mtb FBA inh
N=c1oc2ccccc2cc1C(=O)Nc1ccc(F)cc1	-5.3	10	/	0.0	4	-10	4	0.6	-4	64*
O=C(CSC1=NS(=O)(=O)c2cc(Cl)ccc2N1)NCc1ccc(F)cc1	1.2	/	-5	-3.5	-6	3	1	/	5	-2
Cc1coc2c(C)c3oc(=O)c(CCC(=O)N(C)CC(=O)O)c(C)c3cc12	-3.1	/	2	-2.2	11	-18	14	0.2	0	17
COc1cccc(-c2cc(C(=O)N3N=C(C)CC3(O)C(F)F)c3ccccc3n2)c1 (stereo not given)	0.8	-5	10	-2.5	1	6	2	/	0	-3
Cc1ccc(S(=O)(=O)NCCCNS(=O)(=O)c2ccccc2)cc1	1.6	10	-2	-1.3	?	2	-3	1.1	3	-1
O=C(Oc1c(Cl)cc(Cl)c2cccnc12)c1ccco1	-1.0	4	10	-3.4	-11	16	11	/	9	-4
C=CCN(CC=C)C(=S)NCCc1ccc(OC)c(OC)c1	-1.3	-4	4	-0.3	-3	7	6	-0.7	2	0
Cc1cc(=O)oc2cc(OCC(=O)OCC(=O)NC3CC3)ccc12	-1.6	-11	2	-3.9	0	-6	4	1.9	11	21
O=C(NCc1ccccc1)C(c1ccc(Cl)cc1)N(C(=O)c1csnn1)C1CC1 (stereo not given)	-1.1	19	-6	-0.2	-7	-1	10	0.4	2	0
COc1ccc(NC(=O)c2ccc(NC(=O)COC(=O)c3cnc(C)cn3)cc2)cc1	-0.8	/	-4	-0.9	10	-1	15	-2.0	5	4
COc1ccccc1-c1cnc2c(c1)C(=O)N([C@@H](C)CO)C[C@@H](C)[C@H](CN(C)C(=O)c1cccnc1)O2	/	/	/	-2.8	2	3	1	-0.9&0.5&-2.1	3	-2
Cc1noc(/C=C/c2ccccn2)c1[N+](=O)[O-]	1.7	17	0	-3.0	?	-2	36*	-1.1	-31	-3
CCCNS(=O)(=O)c1ccc(NC(=O)c2cccnc2)cc1	2.9	28	-6	-1.5	1	-7	-4	23	4	0
CC(=O)Nc1ccc(S(=O)(=O)NC2=NCN(c3cccc([N+](=O)[O-])c3)CN2)cc1	7.9	41	-16	-2.7	4	0	9	-0.1	15	2
COc1ccc(-c2c(NC(=O)c3ccco3)oc3c(C)cccc3c2=O)cc1OC	-0.9	-14	-13	1.1	3	5	16	/	3	1
CCCCc1nc2ccccc2n1Cc1nnc2n1-c1ccccc1SC2	1.4	36	6	-1.0	-4	8	1	3.4	2	-5
CCOc1ccc(C)cc1S(=O)(=O)n1cnc2ccccc21	2.9	-9	-2	-2.5	?	3	-2	-0.6	0	-2
CCC(=O)N(c1nnc(SCC(=O)Nc2sccc2C(N)=O)s1)C1CC1	/	/	/	0.0	4	-21	4	0.2	5	6
Nc1nnc(Cc2ccc(Cl)c(Cl)c2)s1	-0.3	3	-1	-1.6	10	7	10	-1.4	2	3
CC(=O)N/C(=N\c1nc(C)cc(C)n1)Nc1ccc2ccccc2c1	2.8	54*	-6	0.7	10	-12	12	-1.8	3	1
Cc1ccccc1NC(=O)N1CCN(C/C=C/c2ccccc2)CC1	-1.3	44	5	-3.1	2	7	-6	0.7	-2	3
COC(C(=O)Nc1ccnn1C1CCN(Cc2ccccn2)CC1)c1ccccc1 (stereo not given)	-0.3	10	-9	/	-2	-8	5	-2.8	-2	1
CCN1/C(=C/c2sc(-c3ccccc3C)c[n+]2C)Sc2ccccc21	/	3	/	-2.7	3	-10	-7	/	22	-4
O=c1cc(-c2ccccc2Cl)oc2c(NS(=O)(=O)c3cc(Cl)cc(Cl)c3O)ccc(O)c12	2.8	26	-7	13*	-6	/	-10	1.6	35	-1
COc1cccc(-c2nnc(SCC(=O)Nc3cc(C)on3)o2)c1	-2.3	18	2	-1.6	4	11	8	/	-5	2
O=C(COn1nnc2ccc(S(=O)(=O)N3CCOCC3)cc21)NCCc1ccccc1	-6.4	/	0	-2.3	?	15	-12	0.1	1	0
Cc1ccc(S(=O)(=O)NCC(=O)N/N=C/c2ccccc2O)cc1	-0.6	15	10	1.1	-9	-3	8	-0.2	5	10
O=C(CN1C(=O)c2ccccc2S1(=O)=O)Nc1cccc(S(=O)(=O)N2CCCCC2)c1	-2.9	/	-12	0.5	17	-1	4	-1.3	2	1
CCSc1nc2ccccc2n1Cc1cccc([N+](=O)[O-])c1	3.4	4	-11	-2.9	-19	9	-1	1.0	-3	3
CC(C)OC(=O)c1c(NC(=O)c2cccs2)sc2c1CCCC2	-3.2	3	-5	-1.6	-3	-16	-2	-2.7	-5	2
CCN(c1ccccc1)S(=O)(=O)c1cc([N+](=O)[O-])ccc1N	-0.5	17	4	-4.0	-3	15	8	-0.5	8	-4
COCc1ccc(C(=O)N2CCCC(C(=O)c3cc(F)ccc3F)C2)s1 (stereo not given)	-0.5	24	12	-0.4	-10	-5	-1	3.4	7	2
N#CCCN/N=C(/Cc1nc2ccccc2[nH]1)c1cccc(Cl)c1	0.3	-2	14	-7.5	-10	2	-11	-0.3	4	3
Cc1ccccc1-c1cc(=O)c2c(O)cccc2o1	0.1	10	1	-0.7	-2	35*	2	-17	11	4
CCc1c(C)sc(NC(=O)c2ccc(Br)o2)c1C(=O)OC	-0.4	7	-21	-1.7	-17	-6	16	0.1	-7	-2
COc1ccc(-c2c(-c3ccccc3)n(C)c3ccccc23)cc1	0.1	/	2	-4.2	0	-10	7	0.3	-1	41*
COCCCn1c(-c2ccc(S(=O)(=O)N3CCOCC3)cc2)csc1=Nc1ccccc1	-0.2	-6	-4	-3.5	1	7	-5	/	6	0
CCN(CC)C(=O)Cn1cc(S(=O)(=O)CC(=O)N2CCCCCC2)c2ccccc21	-0.4	6	-2	-1.8	2	-5	0	/	-3	4
N#C/C(=C\c1ccccc1[N+](=O)[O-])C(=O)Nc1ccc(S(N)(=O)=O)cc1	-2.2	19	0	-0.5	-4	13	-3	3.2	8	-1
O=C(O)c1cc(NC(=O)c2ccc(Br)cc2)cc(NC(=O)c2ccc(Br)cc2)c1	0.6	13	-15	-27	5	10	2	2.0	5	-1
COc1ccccc1N1CCN(C(C)C(=O)Nc2ccc(S(=O)(=O)N3CCOCC3)cc2)CC1 (stereo not given)	1.5	-3	-10	-1.4	-1	8	-3	/	8	5
CCOc1cccc2c1OC1(C)CC2NC(=O)N1c1cccc(F)c1 (stereo not given)	3.5	20	5	-2.0	-7	0	-1	0.4	6	5
COc1ccc(NS(=O)(=O)c2ccc(OC)c(NC(=O)CCC3CCCC3)c2)cc1	0.6	0	3	-2.7	2	11	-3	/	-1	-1
COc1ccc(C(=O)N/N=C/c2c(CO)cnc(C)c2O)cc1	1.6	10	12	-3.5	-2	-63	9	/	-4	19

Hits appear at their usual frequency; 4.9% or so of the library scored in one or more.
